TRPC6 activator: activates the mouse TRPC6 cation channel; HEK293-TRPC6 membrane potential dye fluorescence; active compounds read high; B-score at 10 µM; actives 0.13% (n = 310,000);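 active means B-score of the integrated fluorescence ratio above library mean plus 3 SD, and starting fluorescence ratio within library mean plus 5 SD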;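 further: higher score means more depolarization so channel activation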
Target sequence (Q61143 whole entry, looked up): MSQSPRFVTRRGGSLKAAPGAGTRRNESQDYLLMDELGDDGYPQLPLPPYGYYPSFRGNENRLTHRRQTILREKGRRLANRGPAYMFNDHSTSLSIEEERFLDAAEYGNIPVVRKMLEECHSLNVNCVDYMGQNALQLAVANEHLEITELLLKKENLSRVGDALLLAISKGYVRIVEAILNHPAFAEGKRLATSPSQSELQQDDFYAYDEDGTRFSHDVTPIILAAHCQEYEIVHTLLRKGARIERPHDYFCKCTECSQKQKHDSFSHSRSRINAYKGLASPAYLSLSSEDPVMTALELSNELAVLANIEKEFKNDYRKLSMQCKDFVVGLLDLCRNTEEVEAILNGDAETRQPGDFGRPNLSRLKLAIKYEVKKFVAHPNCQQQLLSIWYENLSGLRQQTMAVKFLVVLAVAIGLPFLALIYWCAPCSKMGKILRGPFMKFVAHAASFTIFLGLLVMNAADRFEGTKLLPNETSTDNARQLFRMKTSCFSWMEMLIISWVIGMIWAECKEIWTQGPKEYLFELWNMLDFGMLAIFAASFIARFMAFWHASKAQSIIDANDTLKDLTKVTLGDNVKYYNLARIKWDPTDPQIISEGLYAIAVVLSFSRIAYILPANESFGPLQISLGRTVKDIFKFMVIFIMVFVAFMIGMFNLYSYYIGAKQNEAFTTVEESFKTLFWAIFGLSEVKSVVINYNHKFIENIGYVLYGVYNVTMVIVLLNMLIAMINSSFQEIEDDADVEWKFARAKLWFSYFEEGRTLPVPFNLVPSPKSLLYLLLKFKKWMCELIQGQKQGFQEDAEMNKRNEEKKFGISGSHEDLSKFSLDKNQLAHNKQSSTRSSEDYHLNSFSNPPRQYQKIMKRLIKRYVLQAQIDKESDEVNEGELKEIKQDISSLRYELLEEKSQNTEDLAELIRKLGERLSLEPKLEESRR
ANO1 block: mouse TMEM16A channel inhibition, primary screen; actives 1.2% (n = 310,000); normalized B-score (activity score, 25-100; higher = stronger inhibition) at 10 µM; AID 588511; HEK293 TMEM16A/YFP iodide influx fluorescence, ionomycin; Q8BHY3;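 active means ratio plate-corrected score three or more library SD toward inhibition, starting fluorescence score within five deviations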;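 further: score derived from kinetic fluorescence span divided by baseline fluorescence per well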
MrgX1 PAM: human MrgX1 positive allosteric modulation, primary screen; actives 0.63% (n = 310,000); MrgX1-HEK293, Fluo-4 calcium flux, FDSS; active compounds read high; B-score at 10 µM; Q96LB2; AID 588675;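 active means plate-corrected calcium response at least 3 library SD above typical, normal starting fluorescence, not activating the receptor alone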;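 further: compound read alongside a low EC10 to EC30 dose of BAM8-22 agonist; peak minus trough fluorescence over baseline measured at the second addition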
MrgX1 antagonist: blocks BAM8-22 activation of human MrgX1 receptor; actives 1.3% (n = 310,000); B-score at 10 µM; MRGX1-HEK293 calcium flux, Fluo-4, BAM8-22 antagonism; active compounds read low; Q96LB2;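 active means calcium-response B-score plate-corrected more than 3 library SD below zero, starting fluorescence within 5 deviations, no agonist response on first addition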;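 further: peak minus trough fluorescence over baseline after final BAM8-22 challenge near maximal dose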
TRPC6 inh: mouse TRPC6 channel inhibition; Q61143; HEK293-TRPC6, membrane potential dye, ACh-evoked depolarization; active compounds read low; B-score at 10 µM; actives 1.1% (n = 310,000);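 active means B-score under library mean minus 3 SD, initial fluorescence not abnormally high, positive integrated signal ratio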;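 further: B-score derived from integrated fluorescence ratio over the kinetic read; more negative B-score means stronger inhibition of depolarization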
TRPC4 block: inhibitors of mouse TRPC4 channel; Q9QUQ5; HEK293 TRPC4beta/mu-opioid, DAMGO-evoked Fluo4 calcium flux; active compounds read low; B-score at 10 µM; actives 0.39% (n = 300,000); AID 2247;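 active means B-score over 3 SD under the library average, no early fluorescence shift, positive overall ratio signal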
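Material: HEK293 cells with stable TRPC4beta plus mu-opioid receptor expression; probe or stimulus: DAMGO in two steps, submaximal then maximal; technique: Fluo4 calcium fluorescence by kinetic imaging, 5 s 1 Hz baseline; measure: integrated fluorescence ratio relative to baseline, converted to per-well B score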
TRPC4 PAM: allosteric potentiators of mouse TRPC4 channel | B-score at 10 µM | Q9QUQ5 | actives 0.42% (n = 310,000) | AID 2227 | HEK293 TRPC4beta/mu-opioid, DAMGO EC20, Fluo-4 Ca2+ flux; active compounds read high;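 active means B-score of calcium response area above 5 SD of library B-scores, with initial fluorescence ratio within 5 SD of library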;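 further: B-score of integrated fluorescence ratio over time as area under calcium response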
TRPC4 act: TRPC4 (mouse) channel activation; Q9QUQ5; HEK293 TRPC4beta/mu-opioid, Fluo4 calcium fluorescence; active compounds read high; B-score at 10 µM; actives 0.49% (n = 310,000);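 active means B-score above 5 SD of library B-scores, and initial fluorescence ratio not above library mean plus 5 SD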;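 further: positive B-score marks a calcium rise read as TRPC4 activation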
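Assay system: HEK293 stable line with TRPC4beta plus mu-opioid receptor. Times: dye 45 min RT, read 110 s. Measured by: kinetic Fluo4 calcium fluorescence. Measure: B score of integrated ratio. Controls: assay buffer as low control, maximal DAMGO as high control.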
RGS4 inh: inhibitors of human RGS4. HEK293 M3R/RGS4 inducible, Fluo-4 calcium flux; active compounds read high; triggered by carbachol at its EC20. B-score at 10 µM. actives 0.45% (n = 310,000). AID 463165;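 active means B-score, a plate-corrected calcium signal, over three deviations above library mean, with baseline fluorescence within five deviations of library mean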;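 further: RGS4 expression induced by doxycycline in cells with stable M3 receptor; B-score is computed from the integrated fluorescence ratio over baseline after carbachol; higher B-score means a larger calcium signal and so more RGS4 inhibition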
Target sequence (P49798 whole entry, looked up): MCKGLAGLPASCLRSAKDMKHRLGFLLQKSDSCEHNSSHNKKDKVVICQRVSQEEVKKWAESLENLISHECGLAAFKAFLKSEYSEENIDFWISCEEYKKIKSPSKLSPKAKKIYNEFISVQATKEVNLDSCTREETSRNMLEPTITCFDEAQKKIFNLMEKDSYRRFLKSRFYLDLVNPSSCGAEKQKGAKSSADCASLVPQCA
TMEM16A act: activators or potentiators of mouse TMEM16A chloride channel | actives 0.3% (n = 340,000) | B-score at 10 µM | HEK293 TMEM16A/YFP-H148Q/I152L, iodide quench fluorescence; active compounds read low;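 active means fluorescence-ratio B-score plate-corrected deviation score at least 3 library SD below zero, with starting fluorescence score within 5 deviations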;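 further: channel opened by trigger with iodide after compound preincubation; score built on the fluorescence ratio of max minus min over baseline; more negative score means more quench and so TMEM16A activation or potentiation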
MrgX1 agonist: activates human MrgX1 receptor signaling; Q96LB2; MrgX1-HEK293 cells, Fluo-4 calcium fluorescence, agonist mode; active compounds read high; B-score at 10 µM; actives 0.44% (n = 310,000);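 active means calcium response B-score plate-corrected fluorescence ratio at least 3 library SD, with starting fluorescence B-score inside 5 SD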
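System: HEK293 cells stably expressing human MrgX1 receptor; Dosing: test compound in the initial addition of three; Schedule: overnight plating, then 30 min 37 °C plus 30 min room-temperature dye loading; Detection: kinetic calcium dye fluorescence, Fluo-4 NW; Controls: per-plate positive and negative controls for Z′ factor.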
Starred values were filed as active, the others as inactive; i = inactive; . = not tested or not shown.

The first two compounds as a preview:
SMILES	TRPC6 activator	ANO1 block	MrgX1 PAM	MrgX1 antagonist	TRPC6 inh	TRPC4 block	TRPC4 PAM	TRPC4 act	RGS4 inh	TMEM16A act	MrgX1 agonist
Cc1ccc(/C=C/C2=Cc3c(sc(NC(=O)CSc4n[nH]c(N)n4)c3C#N)C(C)(C)C2)o1	i	i	i	-5.4*	i	i	i	i	i	.	i
Cc1nn(-c2cc(N(S(C)(=O)=O)S(C)(=O)=O)c(Cl)cc2Cl)c(=O)n1C	i	i	i	i	i	i	i	i	i	i	i

This part in full, previewed entries included:
SMILES	TRPC6 activator	ANO1 block	MrgX1 PAM	MrgX1 antagonist	TRPC6 inh	TRPC4 block	TRPC4 PAM	TRPC4 act	RGS4 inh	TMEM16A act	MrgX1 agonist
Cc1ccc(/C=C/C2=Cc3c(sc(NC(=O)CSc4n[nH]c(N)n4)c3C#N)C(C)(C)C2)o1	i	i	i	-5.4*	i	i	i	i	i	.	i
Cc1nn(-c2cc(N(S(C)(=O)=O)S(C)(=O)=O)c(Cl)cc2Cl)c(=O)n1C	i	i	i	i	i	i	i	i	i	i	i
CC(C)CNC(=O)COC(=O)CCC(=O)c1cccs1	i	i	i	i	i	i	i	i	i	i	i
COC(=O)c1c(NC(=O)COC(=O)[C@@H](NS(=O)(=O)c2cccc(Cl)c2)C(C)C)sc2c1CCC2	i	i	i	i	i	i	i	i	i	i	i
Cc1nnc(SC(C(=O)Nc2cc(Cl)cc(Cl)c2)c2ccccc2)[nH]c1=O (stereo not given)	i	i	i	i	i	i	i	i	i	i	i
CCC(CC)N1CCN(CC2CC=CCC2)CC1 (stereo not given)	i	i	i	i	i	i	i	i	i	i	i
CC(C)[C@H](NC(=O)[C@@H]1CSC2c3ccccc3C(=O)N21)C(=O)NCC1CCCO1 (stereo not given in full)	i	i	i	i	i	i	i	i	i	i	i
CN1CCN(C2Cc3cc(F)ccc3Sc3ccc(Cl)cc32)CC1 (stereo not given)	i	i	i	i	-5.3*	i	i	i	i	i	i
COc1ccccc1Cn1c(C(C)C)nc2ccccc21	i	i	i	i	i	i	i	i	i	i	i
COCCOC(=O)c1c(C)oc2ccc(NS(=O)(=O)c3cccs3)cc12	i	i	i	i	i	i	i	i	i	i	i
CC(OC(=O)Cn1[nH]c(=O)c2ccccc2c1=O)C(=O)NC1(C#N)CCCCC1 (stereo not given)	i	i	i	i	i	i	i	i	i	i	i
C=C(C)C1CCC2(C(=O)O)CCC3(C)C(CCC4C5(C)C(C=O)C(O)C(C)(C)C5CCC43C)C12 (stereo not given)	i	i	i	i	i	i	i	i	i	i	i
COc1ccc(S(=O)(=O)NCCc2c[nH]c3ccccc23)cc1OC	i	i	i	i	i	i	i	i	i	i	i
Cc1cc(NC(=O)CSc2nnc(Cc3cccn3C)n2CCc2ccccc2)no1	.	i	i	i	.	.	.	.	.	i	i
Cc1nc2cc(NC(=O)N3c4ccccc4CC3C)ccc2o1 (stereo not given)	i	i	i	i	i	i	i	i	i	i	i
CCOC(=O)C1NN=C(C(=O)c2ccc(C)cc2)C1c1ccc(C)cc1 (stereo not given)	i	i	i	i	i	i	i	i	i	i	i
CCOC(=O)c1c(S(=O)(=O)NC2CCN(C(=O)OCC)CC2)c(C)n(C)c1C	i	i	i	i	i	i	i	i	i	i	i
Fc1ccc(Nc2ncnc3sccc23)cc1	i	i	i	i	i	i	i	i	i	i	i
Cc1nn(Cc2ccccc2)c(Cl)c1/C=C/C(=O)OCC(=O)N1CCCC1=O	i	i	i	i	i	i	i	i	i	i	i
C/C(=N/NS(=O)(=O)c1ccc(C)cc1)[C@H]1C[C@@H]1c1ccccc1	i	i	i	i	i	i	i	i	i	i	i
CCN(CC)C(=O)c1cc(-c2ccc3c(c2)OCO3)on1	i	i	i	i	i	i	i	i	i	i	i
O=S(=O)(Nc1ccc(O)cc1)c1cccc2cccnc12	i	i	i	i	i	i	i	i	i	i	i
COCCn1nnnc1SCC(=O)c1ccccc1	i	i	i	i	i	i	i	i	i	i	i
Cc1ccc(S(=O)(=O)N(C)c2ccccc2C(=O)NC2CCCC2)cc1	i	i	i	i	i	i	i	i	i	i	i
COC(=O)c1ccc(CN2C(=O)NC3(CCCCC3C)C2=O)o1 (stereo not given)	i	i	i	i	i	i	i	i	i	i	i
Cn1nc(C(F)(F)F)c(-c2ccc(Br)cc2)c1NC(=O)c1nccnc1C(=O)O	i	i	i	i	i	i	i	i	i	i	i
Fc1ccc(-c2csc(-c3cccnc3)n2)cc1F	i	i	i	i	i	i	i	i	i	i	i
CSc1ccc(CNc2nc3ccccc3n3cnnc23)cc1	i	i	i	i	i	i	i	i	i	i	i
CCOC(=O)c1ccc(N(C(=O)CNC(=O)c2ccco2)C(C(=O)NCC2CCCO2)c2ccc(OC)c(OC)c2)cc1 (stereo not given)	i	i	i	i	i	i	i	i	i	i	i
COc1cnn(-c2cccc(C)c2)c(=O)c1Cl	i	i	i	i	i	i	i	i	i	i	i
CCOc1cc(S(=O)(=O)n2ccc(C)n2)ccc1Br	i	i	i	i	i	i	i	i	i	i	i
COc1ccc(-c2csc3ncnc(N4CCN(C(=O)c5ccco5)CC4)c23)cc1	i	i	i	i	i	i	i	i	i	i	i
Cc1cc(Cl)cc2c(N=Nc3ccccc3C(=O)O)c(O)[nH]c12	i	i	i	i	i	i	i	i	i	i	i
COc1ccc(N(CCCN2C(=O)c3cccc4cccc(c34)C2=O)C(=O)c2cccs2)cc1	i	i	i	i	i	i	i	i	i	i	i
O=c1cc(CSc2n[nH]c(=O)n2C2CC2)c2ccc(O)cc2o1	i	i	i	i	i	i	i	i	i	i	i
O=C(CCS(=O)(=O)c1cccs1)NC1CCCCCC1	i	i	i	i	i	i	i	i	i	i	i
O=C(Nc1cccc(S(=O)(=O)N2CCCC2)c1)C1CCCN1C(=O)c1cccs1 (stereo not given)	i	i	i	i	i	i	i	i	i	i	i
Cc1cccc(NC(=O)c2cc3ccccc3c(=O)o2)n1	i	i	i	i	i	i	i	i	i	i	i
CCc1cccc(C)c1NC(=O)COn1nnc2ccc(C(F)(F)F)cc21	i	i	i	i	i	i	i	i	i	i	i
CC(C)c1ccc(-c2nn(-c3ccccc3)cc2C2C(C#N)=C(N)OC3=C2C(=O)CC(C)(C)C3)cc1 (stereo not given)	i	i	i	i	i	i	i	i	i	i	i
O=C(CCc1nnc2ccc(NCc3ccc(F)cc3)nn12)NC1CCCC1	i	i	i	i	i	i	i	i	i	i	i
CCOC(=O)COn1c(-n2nc(C)cc2C)nc2ccccc2c1=O	i	i	i	i	i	i	i	i	i	i	i
CCOC(=O)C(=O)c1c(-c2ccccc2)nc2ccccn12	i	i	i	i	i	i	i	i	i	i	i
O=C(O)c1ccc2c(c1)C1C=CCC1C(c1cc3c(cc1Br)OCO3)N2 (stereo not given)	i	i	i	i	i	-7*	i	i	i	i	i
COc1ccc(NC(=O)Cn2nnc(C(=O)NCCc3ccccc3)c2N)c(OC)c1	i	i	i	i	i	i	i	i	i	i	i
CCNc1nc(NCC)nc(N/N=C/c2ccc(N(C)C)cc2)n1	i	i	i	i	i	i	i	i	i	i	i
COc1ccc(CCNC(=O)CNCC2CCCCC2)cc1OC	i	i	i	i	i	i	i	i	i	i	i
CC(NC(=O)c1ccc2ccccc2n1)c1ccc(Br)cc1 (stereo not given)	i	i	i	i	i	i	i	i	i	i	i
CCCCn1c2ccc(F)cc2c2nnc(SCCN3CCOCC3)nc21	i	i	i	i	i	i	i	i	i	i	i
Cc1ccc(S(=O)(=O)N(CC(=O)N/N=C/c2ccccc2C(=O)O)c2cc(Cl)cc(Cl)c2)cc1	i	i	i	i	i	i	i	i	i	i	i
New compounds follow
SMILES	TRPC6 activator	ANO1 block	MrgX1 PAM	MrgX1 antagonist	TRPC6 inh	TRPC4 block	TRPC4 PAM	TRPC4 act	RGS4 inh	TMEM16A act	MrgX1 agonist
CN(CCCC(=O)Nc1ccccc1)S(=O)(=O)c1ccc(Cl)cc1	i	i	i	i	i	i	i	i	i	i	i
CCOC(=O)/C=C/C(=O)OCC(=O)Nc1ccc([N+](=O)[O-])cc1	i	i	i	i	i	i	i	i	i	i	i
CCCCN(C(=O)Cc1ccc(S(=O)(=O)N2CCOCC2)s1)c1ccccc1	i	i	i	i	i	i	i	i	i	i	i
CC(C)(C)c1ccc(OCCCn2ccnc2)cc1	i	i	i	i	i	i	i	i	i	i	i
[O-][n+]1ccc(C(O)c2ccccc2)cc1 (stereo not given)	i	i	i	i	i	i	i	i	i	i	i
CCC(C)[C@@H](C(=O)Nc1ccc(OC)c(OC)c1)N1Cc2ccccc2C1=O (stereo not given in full)	i	i	i	i	i	i	i	i	i	i	i
CCOC(=O)CSc1cn2c(n1)CCC2	i	i	i	i	i	i	i	i	i	i	i
COc1cccc2c(=O)cc(C)n(CC(=O)Nc3ccc(Br)cc3)c12	i	i	i	i	i	i	i	i	i	i	i
Cc1cc(=O)oc2cc(OCC(=O)N/N=C/c3ccccc3O)ccc12	i	i	i	i	i	i	i	i	i	i	i
CCOc1ccc(/C(O)=C2/C(=O)C(=O)N(CCCN3CCOCC3)C2c2ccc(F)cc2)cc1C (stereo not given)	i	i	i	i	i	i	i	i	i	i	i
CCC1=C(OC(=O)N(CC)CC)N2C(=O)OC(=NCC3CC3)[C@]2(Cc2ccccc2)[C@H]2C1=CC[C@H]1C(=O)N(CC)C(=O)[C@H]12	i	i	i	i	i	i	i	i	i	i	i
COc1ccc(N2CCN(CCNC(=O)CCNS(=O)(=O)c3cccs3)CC2)cc1	i	i	i	i	i	i	i	i	i	i	i
CCCc1nc2ccc(N)cc2c(=O)n1Cc1ccccc1Cl	i	i	i	i	i	i	i	i	i	i	i
C=CCN(CC=C)CC(O)CN(c1cc([N+](=O)[O-])ccc1OC)S(=O)(=O)c1ccccc1 (stereo not given)	i	i	i	i	i	i	i	i	i	i	i
COc1cc(CC(NC(C)=O)C(=O)NC2CCN(C(=O)c3cc(OC)c(OC)c(OC)c3)CC2)cc(OC)c1 (stereo not given)	i	i	i	i	i	i	i	i	i	i	i
Cc1ccccc1NC(=S)Nc1ccc2cn[nH]c2c1	i	i	i	i	i	i	i	i	i	i	i
